Assay outcomes deposited in PubChem BioAssay by National Center for Advancing Translational Sciences (NCATS).
Nrf2 activator: Nrf2 pathway activation; AREc32 ARE-luciferase reporter (MCF7-derived line), luminescence, 24 h; Potency, µM (titrated, usually from 46.1 µM), for inactives: top-dose activation, actives largely listed as activators; actives 0.31% (n = 410,000); further: potency means the concentration at half of the fitted maximal effect; % of control where 0% means no effect; nearly all actives have a fitted effect of over 65% in size
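For detection, Steady-Glo was added and plates sat 30 min at RT; before that, AREc32_Fluc cells grown overnight in OPTI-MEM/5% FBS had been treated with 23 nL compound for 24 hr at 37 deg C.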
HepG2 tox: kills HepG2 cells in TGF-b inhibitor counter-screen. HepG2 CAGA-GFP viability, ATP luminescence, 18 h. Potency, µM (titrated, usually from 46.1 µM), without a hit: at the highest dose activity change, negative = cytotoxicity, usual class: cytotoxic. actives 0.76% (n = 410,000). AID 588856; further: potency means the concentration at half of the fitted maximal effect; some results filed as inactive show a strong effect at the top dose
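CellTiter-Glo luminescence gave cytotoxicity after 18 hours at 37 degrees C. The cells were HepG2 CAGA-GFP in 1% FBS DMEM, stimulated with 500 pg/mL TGF-beta after compound addition. %Activity was normalised to no-cell wells (complete cell-killing) and DMSO (no toxicity), and curves were fitted and classified.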
IL2 activator: activators of IL-2 | IL-2 activation reporter assay, cell-based qHTS; stimulated with anti-CD3/CD4/CD28 beads; in transgenic mouse T cells | activation, % (series mostly up to about 46 µM) | actives 0.065% (n = 360,000); in the data active means activation above about 50%; inconclusive means mostly about 30% to 49%; further: 0% is about no effect
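Screening format: compound pinned onto unstimulated transgenic mouse T cells, 60 min incubation, then anti-CD3/anti-CD4/anti-CD28 bead stimulation for 18 hours at 37 degrees C, followed by EGFP and DsRed detection.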
EPAC2 ag: agonists of human EPAC2 (RAPGEF4) | Q8WZA2 | EPAC2 activation, biochemical qHTS; response scale: 100% = 6.5 mM cAMP response | Potency, µM (top dose mostly 154 µM), inactives show at the highest dose activation, hits mostly activators | actives 0.079% (n = 360,000) | AID 720711; further: potency means the concentration at half of the fitted maximal effect; nearly all actives have a fitted effect of over 50% in size
Target sequence (Q8WZA2 whole entry, looked up): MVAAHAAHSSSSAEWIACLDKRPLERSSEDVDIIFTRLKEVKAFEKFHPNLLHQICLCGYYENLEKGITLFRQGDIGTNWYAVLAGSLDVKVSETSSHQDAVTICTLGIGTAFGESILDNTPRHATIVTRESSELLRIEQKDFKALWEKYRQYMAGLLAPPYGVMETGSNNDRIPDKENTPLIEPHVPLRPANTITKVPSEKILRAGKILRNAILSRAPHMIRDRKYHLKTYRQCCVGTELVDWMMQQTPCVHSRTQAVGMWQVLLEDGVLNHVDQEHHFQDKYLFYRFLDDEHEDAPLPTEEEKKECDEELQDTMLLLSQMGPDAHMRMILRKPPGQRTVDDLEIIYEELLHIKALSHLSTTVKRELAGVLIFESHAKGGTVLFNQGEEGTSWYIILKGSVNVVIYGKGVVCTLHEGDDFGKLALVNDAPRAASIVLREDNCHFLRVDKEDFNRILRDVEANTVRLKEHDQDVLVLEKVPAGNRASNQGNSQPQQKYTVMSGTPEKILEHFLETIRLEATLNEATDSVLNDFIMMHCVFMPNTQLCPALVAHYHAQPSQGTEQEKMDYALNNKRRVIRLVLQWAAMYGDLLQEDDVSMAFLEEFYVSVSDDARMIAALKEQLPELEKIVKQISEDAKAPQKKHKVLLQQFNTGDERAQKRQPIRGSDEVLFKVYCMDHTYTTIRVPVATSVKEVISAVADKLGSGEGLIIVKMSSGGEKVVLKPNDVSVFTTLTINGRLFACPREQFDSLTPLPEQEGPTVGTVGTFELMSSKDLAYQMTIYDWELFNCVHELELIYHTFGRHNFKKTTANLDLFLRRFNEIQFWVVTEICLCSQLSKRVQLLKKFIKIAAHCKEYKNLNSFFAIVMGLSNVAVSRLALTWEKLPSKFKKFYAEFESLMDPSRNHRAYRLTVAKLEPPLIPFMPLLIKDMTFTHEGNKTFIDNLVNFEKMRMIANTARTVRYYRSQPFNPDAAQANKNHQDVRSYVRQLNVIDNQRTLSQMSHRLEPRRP
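Exchange assay: 100 nM EPAC2 with 250 nM Rap1B-BODIPY-GDP and 50 uM GDP. Fluorescence (ex 480/em 540 nm) read every 5 min for 30 min at room temperature. Data normalized to 6.5 mM cAMP as agonist control.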
ATXN2 expr inh: ATXN2 expression inhibition. HEK-293 ATXN2-luciferase reporter, luminescence, 24 h. Potency, µM (highest dose often 57 µM), for the others: at the top dose activity change, negative = inhibition, most hits filed as inhibitors. actives 0.72% (n = 360,000); further: potency means the concentration at half of the fitted maximal effect; on the % scale 0 is the no-effect control and ±100 the full control effect; nearly all actives have a fitted effect of over 55% in size
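qHTS (up to 57 uM final) was run with 24 h compound exposure of reporter cells at 37 °C. Each well was multiplexed: SteadyGlo luminescence measured ATXN2-luciferase expression after a fluorogenic Gly-Phe-AFC viability readout (25 uM final).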
Nrf2 inh: Nrf2 pathway inhibition; A549 ARE-Fluc reporter, luciferase luminescence, 18-24 h; Potency, µM (titrated, usually from 46 µM), inactives show at the highest dose activity change, negative = inhibition, hits mostly inhibitors; actives 2.1% (n = 360,000); AID 504444; further: potency means the concentration at half of the fitted maximal effect; on the % scale 0 is the no-effect control and ±100 the full control effect; nearly all actives have a fitted effect of over 60% in size
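Nrf2 function is reported as luminescence of an ARE-controlled luciferase in A549 cells. Compounds were tested at several concentrations, and a CellTiter-Fluor read on the same wells flagged cytotoxicity.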
TGFb inhibitor: inhibitors of TGF-b signaling; HepG2 CAGA-GFP TGF-b/SMAD3 reporter, GFP fluorescence, 18 h; TGF-beta stimulated, 500 pg/mL final; Potency, µM (top dose mostly 46.1 µM), without a hit: top-dose activity, negative = inhibition, usual class: inhibitors; actives 1.2% (n = 410,000); AID 588855; further: potency means the concentration at half of the fitted maximal effect; on the % scale 0 is the no-effect control and ±100 the full control effect; nearly all actives have a fitted effect of over 65% in size
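Inhibition of TGF-beta-driven CAGA-GFP reporter expression in HEPG2 cells is measured by cellular GFP fluorescence after 18 h stimulation with 500 pg/mL recombinant TGF-beta in 1% FBS medium at 37 degrees C.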
S2 tox: viability counter-screen for ATXN expression inhibitors | S2 cells (HEK-293 line with an ATXN2-luciferase reporter) viability, CellTiter-Fluor protease fluorescence, 24 h | Potency, µM (doses to about 56.7 µM), actives largely listed as cytotoxic | actives 0.49% (n = 400,000); further: potency means the concentration at half of the fitted maximal effect; nearly all actives have a fitted effect of over 40% in size
A549 viability: counter-screen for Nrf2 inhibitors: cytotoxicity in A549 cells. A549 ARE-Fluc cells, CellTiter-Fluor viability, 18-24 h. Potency, µM (top dose mostly 46 µM), without a hit: at the highest dose activity change, negative = cytotoxicity, hits mostly inhibitors. actives 0.16% (n = 390,000). AID 504648; further: potency means the concentration at half of the fitted maximal effect; on the % scale 0 is the no-effect control and ±100 the full control effect
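A549 ARE_Fluc cells in 5% FBS OPTI-MEM were exposed to compounds in concentration-response for 18-24 h at 37 deg C. Viability was read by CellTiter-Fluor fluorescence (Ex 405/Em 525) after 30 min, before the luciferase read.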
* hit, by the source's call; i = inactive; ? = inconclusive; nt = not tested or not shown; [ ] = another dose, or the depositor's remark. Unless noted, the call rests on the fitted dose curve; in most records, active means well fitted curve in the direction sought with a large enough effect; inconclusive means small, poorly fitted or top-dose-only effect, or another doubt; inactive means no such curve, though single readings can be large; an effect the other way counts as inactive or inconclusive.

SMILES	Nrf2 activator	HepG2 tox	IL2 activator	EPAC2 ag	ATXN2 expr inh	Nrf2 inh	TGFb inhibitor	S2 tox	A549 viability
Clc1cccc(-c2nnc(-c3ccccc3)o2)c1	20%	-15%	0.8	16%	44%[activator]	?	-31%	i	-11%
COc1cccc(C(c2nnnn2CS(=O)(=O)c2ccc(C)cc2)N2CCN(C)CC2)c1OC (centres undefined)	-0.2%	1%	-1.9	-2%	-1%	6%	-18%	i	10%
Cn1c(NCCN2CCOCC2)nc2c1c(=O)n(Cc1cccc(Cl)c1)c(=O)n2C	0.4%	-18%	1.0	-5%	-11%	-21%	5%	i	-5%
O=C(NCCCN1CCOCC1)c1ccc(S(=O)(=O)Nc2cccc(C(F)(F)F)c2)cc1	-0.3%	13%	-0.7	-2%	16%	-9%	0%	i	-5%
CC(C)c1ccc(NC(=O)CSc2nnc(CN3CCOCC3)n2C)cc1	0.4%	-79%	-1.0	4%	-5%	-1%	0%	i	2%
Cc1nc2c(=O)[nH]c(=S)n(C)c2nc1C	2.1%	-10%	-1.5	16%	-6%	-6%	-10%	i	0%
C/C(=N\Nc1cc(C)nc(NCc2ccccc2)n1)c1ccc([N+](=O)[O-])cc1	0.1%	-7%	-0.6	-2%	-13%	?	0%	i	-3%
CCOC(=O)C1(Cc2cccc(Cl)c2)CCCN(C2CCN(C(C)=O)CC2)C1 (centres undefined)	0.3%	8%	2.5	-2%	-9%	-23%	-1%	i	4%
COc1ccc(C(=O)NCc2nnc(SCC(=O)N3CCCC3)o2)cc1	-0.4%	-50%	-3.4	2%	0%	3%	-4%	i	2%
O=C(NC1CCCCCCC1)c1cccnc1	-0.1%	-16%	-0.3	7%	20%	27%	2%	i	5%
CC(=O)Nc1ccc(S(=O)(=O)Nc2cccc3[nH]ncc23)cc1	-0.9%	17%	-2.3	11%	-2%	-17%	4%	?	-5%
COc1ccc2c(COC(=O)CNS(=O)(=O)c3ccccc3)cc(=O)oc2c1	-0.9%	6%	-0.4	7%	3%	0%	0%	i	1%
Cc1ccc(Nc2ncnc3c2nc2n3CCCC2)c(Br)c1	-4.3%	-29%	nt	nt	nt	?	-22%	nt	17%
COc1ccc(NC(=O)C2(C)Cc3c(-c4ccc(NC(C)=O)cc4)ccnc3O2)cn1 (centres undefined)	-0.4%	-5%	0.2	6%	-19%	nt	25%	i	nt
CC1(C)CC(=O)C(C2NCCc3ccccc32)=C(O)C1 (centres undefined)	0.0%	8%	0.0	11%	7%	12%	17%	i	-4%
O=C(CCn1c(=O)[nH]c2ccccc2c1=O)NCCCN1CCN(c2cccc(Cl)c2)CC1	0.1%	-52%	-0.9	8%	-14%	-1%	-9%	i	1%
Cn1c(=N)n(CC(=O)c2ccc(Cl)c(Cl)c2)c2ccccc21	-0.5%	-8%	-2.8	8%	nt	?	8%	?	13%
FC(F)c1nc2ccccc2[nH]1	-0.3%	3%	-1.7	16%	-16%	4%	3%	i	0%
Cc1oc2c(CN3CCC(C)CC3)c(O)ccc2c(=O)c1-c1ccccc1	-0.2%	-10%	0.0	4%	nt	6%	-11%	i	6%
CC(=O)Nc1nn(CC(C)C)c2nc3ccc(C)cc3cc12	-3.1%	5%	0.5	-8%	nt	nt	-4%	nt	nt
CC/C(=N/Nc1ccccc1)c1cnnc(SC)n1	15%	-5%	1.2	9%	-1%	-10%	-1%	i	-10%
NS(=O)(=O)c1ccc(-c2cccc(/C=C3\SC(=O)NC3=O)c2)cc1	9.0%	-10%	-3.4	4%	-18%	-8%	-11%	i	0%
CCOC(=O)Cc1csc(NC(=O)CSc2nc(N)c3c(C)c(C)sc3n2)n1	-0.3%	-9%	-1.5	8%	-26%	?	-1%	i	-1%
Cc1nn(C(=O)Cn2ccc([N+](=O)[O-])n2)c(C)c1Cl	-1.4%	0%	-4.1	15%	-8%	-10%	4%	i	1%
COc1ccc(CN2CCN(C(=O)c3ccc(S(=O)(=O)N4CCCCCC4)cc3)CC2)cc1F	0.7%	-17%	-4.2	7%	-37%	9.2µM*	?	i	-20%
The list goes on:
SMILES	Nrf2 activator	HepG2 tox	IL2 activator	EPAC2 ag	ATXN2 expr inh	Nrf2 inh	TGFb inhibitor	S2 tox	A549 viability
Cc1cc(C)cc(C(=O)OCC(=O)NC2CCCC2)c1	-0.5%	-1%	-2.1	3%	-2%	3%	-2%	i	2%
CCN(C(=O)CSc1nc2cc(C(=O)O)ccc2c(=O)n1Cc1ccccc1)c1ccccc1	0.1%	1%	-0.8	12%	-6%	?	-12%	i	0%
COc1cc(OC)c(OC)cc1/C=C/C(=O)c1ccc(NS(=O)(=O)c2ccc(C)cc2)cc1	21%	-7%	0.6	14%	-30%	?	?	i	-16%
CC1(c2ccc3c(c2)OCO3)NC(=O)N(CC(=O)Nc2ccccc2)C1=O (centres undefined)	2.6%	-2%	-5.2	-1%	3%	8%	71%	i	4%
CCOC(=O)c1c(CN2CCOCC2)n(-c2ccccc2)c2cc(Br)c(OC)cc12	-0.5%	-6%	-1.0	-2%	-12%	?	?	i	-25%
CC(C)(C)OC(=O)N1CCCN(C(=O)Nc2ccc(C(F)(F)F)cc2)CC1	-0.7%	9%	-0.5	-11%	-29%	?	-20%	i	-3%
CN(CC(=O)Nc1ccc(Cl)c(C(F)(F)F)c1)C(=O)c1cccs1	2.6%	3%	-0.8	5%	-5%	?	-2%	i	0%
O=S(=O)(c1ccc2c(c1)OCCO2)N(Cc1ccc(F)cc1)Cc1nnc(-c2cccs2)o1	-0.4%	-4%	4.3	3%	-14%	-23%	-16%	i	-15%
CCC(Cc1ccccc1)NCc1c(C(=O)O)c(C)n(Cc2ccccc2)c1C (centres undefined)	0.3%	-7%	-2.0	-6%	-6%[11.3 µM]	-14%	-3%	?	1%
C(=NOCCc1ccccc1)c1ccncc1	3.7%	-16%	-0.4	13%	92%[activator]	?	7%	i	0%
Cc1ccc(NC(=O)C2CCN(S(=O)(=O)c3cnc[nH]3)CC2)nc1	-0.9%	0%	1.2	3%	-1%	-3%	-4%	i	-2%
COc1cc2c(cc1OC)C(c1ccc(Cl)cc1)N(c1ccc(C)c(F)c1)C(=O)C2 (centres undefined)	4.5%	-43%	nt	nt	?	?	?	?	?
CC(C)c1nc2ccccc2n1CCC(=O)O	-0.1%	2%	-1.1	-6%	22%	9%	7%	i	-1%
CN(C)c1ccc(/C=N/N(CCO)C2=NS(=O)(=O)c3ccccc32)cc1	0.8%	-26%	25	-100%[inhibitor]	nt	-7%	1%	nt	0%
COc1ccc(/C=C/C(=O)OCC(=O)N2CC(=O)Nc3ccccc32)cc1S(=O)(=O)N1CCOCC1	-0.9%	3%	0.1	5%	nt	2%	3%	?	1%
Cc1nn(-c2ccccc2)c2c1cc1c(=O)n(C)c(=O)nc-1n2-c1cccc(Cl)c1	-0.4%	-5%	nt	nt	11%	4%	-7%	i	-1%
COc1ccc(/C=C/C(=O)NCCCNC(=O)/C=C/c2ccc(OC)c(OC)c2)cc1OC	-0.3%	-29%	0.0	6%	-1%	-20%	2%	i	-3%
O=C(Nc1ccc(Oc2ccc(NC(=O)c3ccco3)c(NC(=O)c3ccco3)c2)cc1)c1ccco1	2.3%	-39%	-0.1	16%	11%	?	16%	i	-1%
Cc1ccccc1C(=O)c1c[nH]c(C(=O)NCc2ccco2)c1	?	-9%	-0.3	2%	-11%	nt	2%	i	1%

Structures above that contain a thiophene ring, fused or not (3):
SMILES	Nrf2 activator	HepG2 tox	IL2 activator	EPAC2 ag	ATXN2 expr inh	Nrf2 inh	TGFb inhibitor	S2 tox	A549 viability
CCOC(=O)Cc1csc(NC(=O)CSc2nc(N)c3c(C)c(C)sc3n2)n1	-0.3%	-9%	-1.5	8%	-26%	?	-1%	i	-1%
CN(CC(=O)Nc1ccc(Cl)c(C(F)(F)F)c1)C(=O)c1cccs1	2.6%	3%	-0.8	5%	-5%	?	-2%	i	0%
O=S(=O)(c1ccc2c(c1)OCCO2)N(Cc1ccc(F)cc1)Cc1nnc(-c2cccs2)o1	-0.4%	-4%	4.3	3%	-14%	-23%	-16%	i	-15%

Given as a markdown table: 5 of the compounds above
| SMILES | Nrf2 activator | HepG2 tox | IL2 activator | EPAC2 ag | ATXN2 expr inh | Nrf2 inh | TGFb inhibitor | S2 tox | A549 viability |
| --- | --- | --- | --- | --- | --- | --- | --- | --- | --- |
| CN(C)c1ccc(/C=N/N(CCO)C2=NS(=O)(=O)c3ccccc32)cc1 | 0.8% | -26% | 25 | -100%[inhibitor] | nt | -7% | 1% | nt | 0% |
| COc1ccc(/C=C/C(=O)OCC(=O)N2CC(=O)Nc3ccccc32)cc1S(=O)(=O)N1CCOCC1 | -0.9% | 3% | 0.1 | 5% | nt | 2% | 3% | ? | 1% |
| Cc1nn(-c2ccccc2)c2c1cc1c(=O)n(C)c(=O)nc-1n2-c1cccc(Cl)c1 | -0.4% | -5% | nt | nt | 11% | 4% | -7% | i | -1% |
| COc1ccc(/C=C/C(=O)NCCCNC(=O)/C=C/c2ccc(OC)c(OC)c2)cc1OC | -0.3% | -29% | 0.0 | 6% | -1% | -20% | 2% | i | -3% |
| O=C(Nc1ccc(Oc2ccc(NC(=O)c3ccco3)c(NC(=O)c3ccco3)c2)cc1)c1ccco1 | 2.3% | -39% | -0.1 | 16% | 11% | ? | 16% | i | -1% |
